UHRF1 binding – blocks human UHRF1 binding to methylated DNA; Q96T88; UHRF1 binding to methylated oligo, TR-FRET; inhibition, % at 4.4 µM; actives 0.75% (n = 370,000); in the data active = inhibition above about 21%;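 also: UHRF1 SRA domain binding a hemimethylated CpG hairpin DNA probe; 0% = median of test compound wells and 100% = reference inhibitor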
MBD2 DNA inh – MBD2-methylated oligo binding inhibition. Q9UBB5. TR-FRET, MBD2 binding to methylated oligonucleotide. inhibition, % at 4.4 µM. actives 0.31% (n = 370,000). AID 686964; in the data active = inhibition above about 13%
TCR CD3 inh – blocks the human TCR-CD3 interaction | TAMRA-labeled TCR probe fluorescence, biochemical | inhibition, % at 9.4 µM | actives 0.37% (n = 360,000); in the data active = inhibition above about 19%;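 also: recombinant mutant TCR 2C K166C tagged with TAMRA read by polarization; 0% = receptor in buffer alone and 100% = receptor with positive control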
Tn7 DDE FP – inhibitors of Tn7 peptide binding to human fibrin DD(E) | P02675 | FP displacement of FITC-Tn7 peptide from fibrin DD(E); 0% = median of compound wells per plate | inhibition, % at 8.3 µM | actives 0.13% (n = 370,000) | AID 720508;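 active = inhibition above the mean of compounds falling within the control limits plus 3 SD of them, cut at about 14% in these data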;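 also: 0% = plate median of compound wells and 100% = 10 µM Aha-Tn7 peptide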
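Test system: human clot-derived fibrin DD(E) complex / Quantity: 2 µM final DD(E) protein / Incubation: 10 min plus 3 h, room temperature / Measured by: fluorescence polarization / Benchmarks: high control of 10 µM Aha-Tn7 peptide / Replicates: singlicate testing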
TDP2 absorb – TDP2 (human) inhibition, absorbance primary screen. O95551. recombinant TDP2, T5PNP hydrolysis, p-nitrophenol absorbance 415 nm. inhibition, % at 12.8 µM. actives 0.34% (n = 370,000). AID 720702;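 active = inhibition above the mean of all tested compounds plus 3 SD, set per campaign, cut at about 25% in these data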;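 also: 0% = DMSO with enzyme and 100% = buffer with substrate but no TDP2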
Target sequence (O95551 whole entry, looked up): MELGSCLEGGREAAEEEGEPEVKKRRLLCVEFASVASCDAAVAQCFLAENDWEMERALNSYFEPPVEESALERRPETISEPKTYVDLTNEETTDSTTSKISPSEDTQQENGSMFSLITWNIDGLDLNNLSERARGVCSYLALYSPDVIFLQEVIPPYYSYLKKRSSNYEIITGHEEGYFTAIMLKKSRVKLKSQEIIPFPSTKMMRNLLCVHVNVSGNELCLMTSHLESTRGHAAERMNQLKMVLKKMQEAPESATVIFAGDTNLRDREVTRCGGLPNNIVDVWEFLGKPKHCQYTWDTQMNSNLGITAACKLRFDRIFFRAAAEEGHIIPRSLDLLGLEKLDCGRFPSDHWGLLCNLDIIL
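test system = human TDP2 enzyme | input = TDP2 enzyme at 120 nM final | medium = 50 mM Tris-HCl pH 7.5 with Mg2+, KCl, DTT, BSA | also added = T5PNP substrate, 5 mM | times = 2 h at 37 °C | technique = epi absorbance | benchmarks = high control without enzyme, low control DMSO plus TDP2 | replication = each compound tested once, singlicate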
proKLK7 act – activates the human kallikrein-7 zymogen. actives 0.9% (n = 370,000). activation, % at 7 µM. purified proKLK7, EDANS-DABCYL substrate fluorescence; 100% is mature enzyme control, 0% vehicle. P49862;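 active = activation above the mean of all tested compounds plus 3 SD, computed per campaign excluding outliers beyond control limits, cut at about 13% in these data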
Target sequence (P49862 whole entry, looked up): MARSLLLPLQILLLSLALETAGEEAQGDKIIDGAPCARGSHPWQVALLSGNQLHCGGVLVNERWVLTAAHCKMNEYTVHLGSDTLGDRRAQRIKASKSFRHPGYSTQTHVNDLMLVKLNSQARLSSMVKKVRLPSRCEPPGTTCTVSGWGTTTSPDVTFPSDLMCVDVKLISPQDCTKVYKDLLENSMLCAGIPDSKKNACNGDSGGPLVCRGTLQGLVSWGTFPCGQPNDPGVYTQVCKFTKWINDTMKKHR
PRMT1 FP inh – blocks human protein arginine methyltransferase 1; Q99873; recombinant PRMT1, activity-based probe fluorescence polarization; inhibition, % at 2.79 µM; actives 1.3% (n = 370,000); AID 652257;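 active = inhibition above about 21% made by adding two undisclosed values, limit read from the data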
SIAE primary – blocks human sialic acid acetylesterase | SIAE FP-Rh probe binding, fluorescence polarization | inhibition, % at 9.66 µM | actives 0.69% (n = 370,000) | AID 1053197;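 active = inhibition above a cutoff: mean of compounds within the control limits plus 3 SD of those, cut at about 17% in these data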;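 also: 0% = plate median of compound wells and 100% = probe without SIAE protein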
Tn6 DDE FP – inhibitors of Tn6 peptide binding to human fibrin DD(E); P02675; inhibition, % at 8.3 µM; Fibrin DD(E) TRITC-Tn6 fluorescence polarization displacement; actives 0.21% (n = 370,000);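 active = inhibition above a per-campaign cutoff: mean of compounds within control limits plus 3 SD, cut at about 15% in these data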;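 also: 0% = median of all compound wells on the plate and 100% = blocking peptide control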
LEDGF integ inh – blocks HIV-1 LEDGF/p75-dependent DNA integration; TR-FRET IN-LEDGF/p75 DNA integration, Eu/Cy5; inhibition, % at 3.7 µM; actives 0.64% (n = 370,000);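 active = inhibition above the screen-wide mean plus 3 SD, cut at about 13% in these data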;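 also: signal is the Cy5 over europium emission ratio at 671 and 618 nm; 0% = plate median of compound wells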
Active calls of the source: *.

1. O=C(CCCCCn1nnc2ccccc2c1=O)Nc1ccccc1Cl
2. CCc1nc2c(OCc3ccc(Cl)cc3Cl)cccn2c1N(C)C(=O)c1ccccc1F
3. COc1cccc(-c2nnc(SCC(=O)N3CCCC3=O)n2-c2ccccc2)c1
4. CC(OC(=O)c1cc[n+]([O-])cc1)C(=O)NCc1ccccc1 (stereo not drawn)
5. Nc1nc2n(n1)C(c1ccccc1)CC(c1ccc(F)cc1)N2 (stereo not drawn)
screen / no. | 1 | 2 | 3 | 4 | 5
UHRF1 binding | -1 | -1 | 4 | 1 | -1
MBD2 DNA inh | -6 | 0 | 1 | -6 | -2
TCR CD3 inh | 1 | 8 | 1 | -2 | 4
Tn7 DDE FP | -5 | 1 | 2 | -6 | 3
TDP2 absorb | 5 | -3 | -10 | 11 | -5
proKLK7 act | 0.0 | 0.7 | -0.6 | 0.0 | 0.3
PRMT1 FP inh | -3 | 3 | 2 | 2 | -3
SIAE primary | -3 | 0 | -2 | -1 | -1
Tn6 DDE FP | 1 | -9 | -6 | -1 | 10
LEDGF integ inh | 2 | 0 | -2 | 0 | -1

Record cards (already shown). Screens in order: UHRF1 binding, MBD2 DNA inh, TCR CD3 inh, Tn7 DDE FP, TDP2 absorb, proKLK7 act, PRMT1 FP inh, SIAE primary, Tn6 DDE FP, LEDGF integ inh
COc1cccc(-c2nnc(SCC(=O)N3CCCC3=O)n2-c2ccccc2)c1 reads 4, 1, 1, 2, -10, -0.6, 2, -2, -6, -2
CC(OC(=O)c1cc[n+]([O-])cc1)C(=O)NCc1ccccc1 (stereo not drawn) reads 1, -6, -2, -6, 11, 0.0, 2, -1, -1, 0
Nc1nc2n(n1)C(c1ccccc1)CC(c1ccc(F)cc1)N2 (stereo not drawn) reads -1, -2, 4, 3, -5, 0.3, -3, -1, 10, -1

The list goes on.
6. Cc1cccc(NC(=O)c2nc[nH]c2C(=O)Nc2ccccc2[N+](=O)[O-])c1
7. Nc1ccn(C2CCCO2)c(=O)n1 (stereo not drawn)
8. Cc1nc(CC(=O)N/N=C/c2ccc(OCC(=O)O)cc2)cs1
9. COc1ccc(C2C3=C(CCCC3=O)N(CC(=O)O)C3=C2C(=O)CCC3)cc1Cl
10. CCN1C[C@@H]2[C@@H]3C(=O)N(Cc4ccccc4)C(=O)[C@@H]3[C@](C)(C1=O)N2C(=O)c1ccc(C(C)(C)C)cc1
screen / no. | 6 | 7 | 8 | 9 | 10
UHRF1 binding | 0 | 0 | -1 | -2 | -3
MBD2 DNA inh | 2 | -2 | -3 | 3 | 0
TCR CD3 inh | 2 | 9 | -3 | -3 | 6
Tn7 DDE FP | -3 | -7 | 4 | -3 | 0
TDP2 absorb | -7 | 2 | 17 | 7 | -11
proKLK7 act | -0.9 | -0.3 | -0.2 | 27* | 0.1
PRMT1 FP inh | -2 | -2 | -3 | 3 | 1
SIAE primary | -5 | 2 | 14 | 8 | -8
Tn6 DDE FP | 5 | 1 | 3 | -3 | -6
LEDGF integ inh | 2 | -6 | 2 | -2 | -4

11. CC(C(=O)NCC1CCCCC1)N1CCN(S(=O)(=O)/C=C/c2ccccc2)CC1 (stereo not drawn)
12. CSc1cc(C)c(OCC(=O)Nc2c(C)nn(C)c2C)c(C)c1
13. O=C(N/N=C/c1ccccn1)c1cccc([N+](=O)[O-])c1
14. O=C(NCC1CCCO1)c1ccc(COc2ccc(Cl)cc2)cc1 (stereo not drawn)
15. Clc1ccc(Oc2cnns2)c(Cl)c1
screen / no. | 11 | 12 | 13 | 14 | 15
UHRF1 binding | 0 | 2 | -3 | -2 | -1
MBD2 DNA inh | 0 | 3 | 3 | 1 | 1
TCR CD3 inh | 0 | -1 | 1 | -1 | 3
Tn7 DDE FP | 3 | 2 | 0 | -6 | 1
TDP2 absorb | -3 | -8 | -3 | -1 | 7
proKLK7 act | 0.1 | 0.3 | -0.2 | 0.5 | 0.5
PRMT1 FP inh | 1 | -5 | -1 | -4 | -1
SIAE primary | -4 | 13 | -7 | 2 | 5
Tn6 DDE FP | 7 | 5 | 11 | -5 | 2
LEDGF integ inh | 0 | 2 | -1 | -1 | 3

16. CCOC(=O)Cc1cc(=O)n(-c2nc3ccccc3s2)[nH]1
17. COc1cc(/C=C/c2cc(C(=O)O)c3ccccc3n2)ccc1OC(F)F
18. Cc1cc(OCC(=O)NC2CCN(Cc3ccccc3)CC2)c2c(C)cc(=O)oc2c1
19. CC1CN(C(=O)COC(=O)c2cccc(NS(=O)(=O)c3ccccc3)c2)CC(C)O1 (stereo not drawn)
20. CCn1cc(CN2CCC(n3nccc3NC(=O)c3ccc(OC)cc3)CC2)cn1
screen / no. | 16 | 17 | 18 | 19 | 20
UHRF1 binding | -2 | 5 | 1 | 2 | -2
MBD2 DNA inh | -11 | -1 | 0 | -4 | 0
TCR CD3 inh | 16 | -2 | 8 | -4 | 5
Tn7 DDE FP | -6 | -4 | 12 | -5 | 4
TDP2 absorb | -7 | -12 | 2 | -18 | 9
proKLK7 act | 0.4 | 0.4 | -2.4 | 0.0 | -0.1
PRMT1 FP inh | 10 | 12 | 3 | -7 | 1
SIAE primary | 10 | -5 | -7 | -5 | 3
Tn6 DDE FP | -13 | -16 | 0 | -6 | 0
LEDGF integ inh | 3 | 1 | -2 | 4 | -2

An excerpt from above in order of SMILES length, lowest first:
15. Clc1ccc(Oc2cnns2)c(Cl)c1
16. CCOC(=O)Cc1cc(=O)n(-c2nc3ccccc3s2)[nH]1
17. COc1cc(/C=C/c2cc(C(=O)O)c3ccccc3n2)ccc1OC(F)F
screen / no. | 15 | 16 | 17
UHRF1 binding | -1 | -2 | 5
MBD2 DNA inh | 1 | -11 | -1
TCR CD3 inh | 3 | 16 | -2
Tn7 DDE FP | 1 | -6 | -4
TDP2 absorb | 7 | -7 | -12
proKLK7 act | 0.5 | 0.4 | 0.4
PRMT1 FP inh | -1 | 10 | 12
SIAE primary | 5 | 10 | -5
Tn6 DDE FP | 2 | -13 | -16
LEDGF integ inh | 3 | 3 | 1

(next part)
21. CC1CCN(C(=O)Cn2c(=O)n(Cc3ccc4c(c3)OCO4)c(=O)c3ccccc32)CC1
22. COC(CNC(=O)CSCc1nc(-c2ccc(SC)cc2)oc1C)OC
23. CC(C)NC(=O)N(C)C[C@@H]1OCCCC[C@@H](C)Oc2ccc(NC(=O)Nc3ccc(F)cc3)cc2C(=O)N([C@H](C)CO)C[C@@H]1C
24. Cc1ccc2nc(-c3ccc(Cl)cc3)c(Cc3ccccc3C(F)(F)F)n2c1
25. CSc1nc2ccccc2n1C(=O)Oc1ccccc1
screen / no. | 21 | 22 | 23 | 24 | 25
UHRF1 binding | 5 | -4 | 1 | 15 | 15
MBD2 DNA inh | 5 | 1 | 2 | 6 | 4
TCR CD3 inh | 4 | 9 | 3 | -7 | -4
Tn7 DDE FP | -4 | 2 | -1 | 4 | 3
TDP2 absorb | 2 | 6 | 0 | -1 | -8
proKLK7 act | -0.1 | 0.6 | -0.2 | -0.5 | 0.1
PRMT1 FP inh | 0 | -3 | -1 | 3 | 2
SIAE primary | -1 | 0 | -6 | 3 | 3
Tn6 DDE FP | 4 | -1 | 3 | 4 | 1
LEDGF integ inh | 1 | 3 | -3 | -1 | -2

Bioassay records: PubChem BioAssay, The Scripps Research Institute Molecular Screening Center
